High-throughput results: PubChem BioAssay, National Center for Advancing Translational Sciences (NCATS)
TexasRed fluor: counter-screen for TRb-SRC2 inhibitors: fluorescence interference. 280,000 compounds, 0.29% hits. AID 1479. TRb/SRC2 Texas Red total fluorescence interference. Potency, µM (highest dose often 106 µM), inactives show at the top dose fluorescence change, negative = quenching; active = well fitted curve in either direction with a large enough effect; inconclusive = small, poorly fitted or top-dose-only effect
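Flags fluorescent or light-absorbing compounds by total fluorescence, S + 2P, at 555 nm excitation and 632 nm emission. Mixture: 20 nM Texas Red SRC2 peptide, 0.6 uM human TRb LBD, 1 uM T3, 5% DMSO; compound exposure 5 h at ambient temperature.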
Tau ThT inhib: inhibitors of human tau fibril formation, thioflavin T binding; recombinant tau K18 P301L (four-repeat tau fragment), heparin-induced fibrillization, ThT fluorescence; 270,000 compounds, 2.1% hits; P10636; Potency, µM (series often up to 57.4 µM), inactives show at the highest dose activity, negative = inhibition, usual class: inhibitors; AID 1460; note: nearly all actives have a fitted effect of over 55% in size
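In this qHTS, human K18 P301L tau is incubated with compound and heparin for 6 hr at 37 C, and Thioflavin T fluorescence then reports fibril load.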
Tau FP inhib: blocks human tau fibril formation measured by polarization; P10636; K18 P301L tau heparin fibrillization, Alexa594 FP, 6 h; Potency, µM (doses to about 57.7 µM), for the others: at the top dose activity, negative = inhibition, actives largely listed as inhibitors; 280,000 compounds, 0.39% hits; AID 1468; note: nearly all actives have a fitted effect of over 55% in size
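Read-out: fluorescence polarization of Alexa 594-labeled tau (0.24 uM), 555 nm excitation, 632 nm emission. Mixtures held 15 uM unlabeled K18 P301L, compound and 20 uM heparin, pH 7 acetate buffer, incubated 6 hr at 37 C.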
KDM4E inh: blocks human JMJD2E demethylase activity. B2RXH2. JMJD2E catalytic domain, FDH-coupled NADH fluorescence (FDH is formaldehyde dehydrogenase). Potency, µM (top dose mostly 57.1 µM), for inactives: top-dose activity change, negative = inhibition, actives largely listed as inhibitors. 230,000 compounds, 1.6% hits. AID 2147; active = well fitted inhibition curve with a large enough effect, not every such curve was filed as active; inconclusive = small, poorly fitted or top-dose-only effect, or another doubt; inactive = no such curve, though single readings can be large or run the other way;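 note: 0% = wells with enzyme and -100% = buffer wells without enzyme; nearly all actives have a fitted effect of over 50% in size; many of its hits are not listed in these tables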
TRb SRC2 PPI: inhibitors of human thyroid hormone receptor beta-SRC2 interaction; TRbeta-SRC2 peptide binding, fluorescence polarization; receptor liganded with 1 µM T3; Potency, µM (doses to about 106 µM), without a hit: at the highest dose activity change, negative = inhibition, hits mostly inhibitors; P10828; 280,000 compounds, 0.065% hits; AID 1469;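 note: plate controls were bound peptide for no effect and peptide without receptor for full effect; nearly all actives have a fitted effect of over 50% in size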
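Polarization signal, normalized between peptide-alone and full complex controls, measured compound effects on T3-liganded human TRb LBD (0.6 uM) binding 20 nM Texas Red SRC2 peptide after 5 hr.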
L3MBTL1 inh: L3MBTL1 (human) inhibition | Q9Y468 | AlphaScreen L3MBTL1–H3K9me1 peptide binding | Potency, µM (doses to about 57.1 µM), inactives show top-dose activity, negative = inhibition, actives largely listed as inhibitors | 230,000 compounds, 0.66% hits | AID 485360; note: nearly all actives have a fitted effect of over 60% in size
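Read-out is AlphaScreen signal from streptavidin donor and nickel chelate acceptor beads (10 ug/mL final each) bridging L3MBTL1 (50 nM) and biotinylated K9-monomethylated H3(1-15) peptide (75 nM), after 30 min compound exposure at room temperature.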
RECQ1 helicase: blocks DNA unwinding by human RECQ1 | P46063 | RECQ1 DNA unwinding, red fluorescence kinetic read | Potency, µM (highest dose often 57.3 µM), for the others: at the highest dose activity, negative = inhibition, most hits filed as inhibitors | 240,000 compounds, 0.54% hits;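 note: plate controls were vehicle for no effect and no enzyme for full effect; nearly all actives have a fitted effect of over 30% in size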
Target sequence (P46063 whole entry, looked up): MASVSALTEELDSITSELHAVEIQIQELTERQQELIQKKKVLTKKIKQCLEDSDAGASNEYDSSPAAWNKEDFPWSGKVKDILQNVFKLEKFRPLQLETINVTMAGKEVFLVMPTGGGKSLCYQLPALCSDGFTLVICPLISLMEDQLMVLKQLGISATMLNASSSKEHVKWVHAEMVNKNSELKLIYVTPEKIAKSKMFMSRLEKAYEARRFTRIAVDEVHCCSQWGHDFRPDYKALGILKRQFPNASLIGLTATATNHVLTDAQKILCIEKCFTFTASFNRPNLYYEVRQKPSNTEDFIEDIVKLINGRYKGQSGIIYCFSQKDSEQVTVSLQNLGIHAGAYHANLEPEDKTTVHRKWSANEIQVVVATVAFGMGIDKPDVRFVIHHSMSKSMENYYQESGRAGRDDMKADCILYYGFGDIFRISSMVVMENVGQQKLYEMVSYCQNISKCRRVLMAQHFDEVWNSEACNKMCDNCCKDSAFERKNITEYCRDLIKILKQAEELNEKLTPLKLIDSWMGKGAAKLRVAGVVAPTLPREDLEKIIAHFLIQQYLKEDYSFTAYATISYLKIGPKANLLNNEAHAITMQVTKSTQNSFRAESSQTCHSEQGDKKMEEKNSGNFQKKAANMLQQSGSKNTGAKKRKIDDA
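RECQ1T1 50 nM; forked duplex (20 bp + 30-nt ss tails) 200 nM, ATP 2 mM final; pH 8.0, 2 mM MgCl2, 2.5 ug/ml poly(dI-dC); 15 min compound preincubation; discontinuous kinetic read over 2 h at RT.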
GoLoco inh red: RGS12 GoLoco-Gai1 interaction inhibition; P63096; Gai1:RGS12 GoLoco peptide FP, rhodamine, 10 min; Potency, µM (highest dose often 61.6 µM), for inactives: at the top dose activity, negative = inhibition, hits mostly inhibitors; 230,000 compounds, 0.44% hits; AID 880; active = well fitted inhibition curve with a large enough effect, not every such curve was filed as active; inactive = no such curve, though single readings can be large or run the other way; note: nearly all actives have a fitted effect of over 30% in size; many of its hits are not listed in these tables
Target sequence (P63096 whole entry, looked up): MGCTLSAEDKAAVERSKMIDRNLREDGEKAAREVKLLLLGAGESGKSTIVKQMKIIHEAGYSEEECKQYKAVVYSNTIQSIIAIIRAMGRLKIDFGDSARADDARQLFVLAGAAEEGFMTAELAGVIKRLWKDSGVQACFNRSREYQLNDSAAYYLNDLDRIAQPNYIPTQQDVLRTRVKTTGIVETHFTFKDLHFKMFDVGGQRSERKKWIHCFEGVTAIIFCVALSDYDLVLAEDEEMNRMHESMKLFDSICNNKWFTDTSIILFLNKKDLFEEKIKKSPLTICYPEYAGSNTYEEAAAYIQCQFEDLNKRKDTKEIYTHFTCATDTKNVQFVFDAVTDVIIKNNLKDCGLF
An asterisk follows results filed as active; i = inactive; u = inconclusive; x = not tested or not shown; & = joins results of further samples; [ ] = remark or other dose. Unless noted, calls come from the whole dose curve; as a rule, active = well fitted curve in the direction sought with a large enough effect; inconclusive = small, poorly fitted or top-dose-only effect, or another doubt; inactive = no such curve, though single readings can be large; an effect the other way counts as inactive or inconclusive. Unless noted, % is set by controls: 0 for no effect and ±100 for the full control effect; potency is the fitted concentration of half-maximal effect.

Molecule | L3MBTL1 inh | Tau ThT inhib | Tau FP inhib | TRb SRC2 PPI | GoLoco inh red | KDM4E inh | TexasRed fluor | RECQ1 helicase
CCOc1nc2c(c(-c3cccs3)c1C#N)Cc1ccccc1-2 | 1.0% | -3.0% | -2.7% | 3.6% | -15.7% | u | -0.6% | -3.0%
CCOC(=O)C1=C(c2ccccc2)NC(=O)NC1c1ccc(OC)cc1 (centres undefined) | -4.7% | -1.8% | 2.2% | -3.4% | 4.5% | -6.0% | -5.5% | i
Cc1ccc(N(CC(=O)N2CCN(c3ccc(F)cc3)CC2)S(=O)(=O)c2c(C)noc2C)cc1 | x | -11.3% | 6.8% | 9.7% | x | x | 1.2% | x
CCOC(=O)CSc1nccc(N(C)C)c1C#N | -4.6% | -2.7% | -1.2% | -2.8% | 2.6% | 2.7% | 1.1% | -4.3%
CCc1ccc(N2C(=O)CN(Cc3sccc3C)C2=S)cc1 | x | -16.6% | -2.4% | -6.4% | 4.1% | -5.4% | -1.7% | 1.58µM*
O=C(Nc1cccc(Cl)c1)Nc1ccc(Cl)cn1 | x | -5.2% | -11.1% | 0.4% | 2.7% | -1.5% | -1.2% | -7.9%
CCn1cnc2sc(-c3ccccc3)cc2c1=O | x | -21.0% | -5.7% | -8.7% | 0.7% | -24.7% | -4.7% | i
O=C(CN1C(=O)COc2ccc(Cl)cc21)Nc1cccc(F)c1 | x | 4.7% | -8.7% | 1.3% | x | x | -4.5% | x
COC(=O)c1cc(Br)c(=O)n(CCC2=CCCCC2)c1 | 3.0% | -3.5% | 3.5% | -14.9% | 1.8% | -3.6% | -0.1% | -5.0%
COc1ccc(CC(=O)N2CCCc3ccccc32)cc1OC | 5.1%[11.4 µM] | -6.5% | 0.5% | 11.4% | -2.3% | 1.8% | 1.3% | -1.5%
Cc1cc(Nc2sc(C(=O)c3ccc(F)cc3)c(N)c2C(=O)Nc2ccc(F)cc2)ccc1Cl | x | 20µM* | -12.0% | 13.1% | x | x | -0.9% | x
COc1cc(NC(=O)c2c3c(nc4ccccc24)C(=O)N(C2CCCCC2)C3)cc(OC)c1 | x | -0.7% | 2.5% | -12.4% | x | x | 2.0% | x
CC(=O)Nc1cc(C(F)(F)F)ccc1N1CCOCC1 | x | -7.9% | 5.0% | -1.1% | 9.1% | 1.4% | 0.2% | 0.2%
CC(C)c1ccc(/C=C/C(=O)O)cc1 | x | -10.9% | 6.1% | -2.9% | -15.9% | u | -3.3% | -7.7%
COc1ccccc1N1CCN(CC(O)c2ccc3cc[nH]c3c2)CC1 (centres undefined) | 0.5% | -17.4% | 13.5% | 4.3% | 14.4% | u | -1.6% | -2.0%
O=C(Nc1ccc(Oc2ccc(C(=O)O)c(C(=O)O)c2)cc1)c1cccs1 | -2.8% | -3.8% | 10.3% | 4.0% | 4.2% | -8.5% | 2.2% | 3.2%
Cc1cc(F)ccc1S(=O)(=O)N1CCCOC1CNC(=O)C(=O)NCc1ccco1 (centres undefined) | 4.1% | -4.9% | 4.2% | 3.7% | -17.3% | 7.8% | -3.5% | i
O=C(CSc1nc(-c2ccccc2)c(-c2ccccc2)[nH]1)Nc1ccc2c(c1)OCO2 | u | -6.1% | 5.5% | -3.1% | 4.9% | -3.9% | -1.3% | -4.1%
COc1cc2c(cc1OC)-c1nc3ccccc3c(=O)n1C(C)(C)C2 | x | -12.4% | -17.0% | -1.7% | -1.8% | -22.1% | -0.8% | -9.8%
COc1ccc2c(c1)-c1ccccc1S(=O)(=O)N2C(C)=O | 2.4% | u | -8.5% | 6.9% | -0.5% | u | -3.8% | -11.5%
Cc1ccc(NC(=O)CCNS(=O)(=O)c2cc(Br)cnc2N)c(Cl)c1 | 13.6% | -5.3% | 1.6% | 6.8% | -2.8% | -4.5% | -4.9% | -1.8%
O=C(O)C1(O)C[C@H](O)C(O)[C@@H](O)C1 (some centres undefined) | 10.1% | -7.0% | -3.6% | -13.6% | 1.6% | -6.6% | -0.9% | -6.1%
CCC(=O)Nc1ccc(NC(=O)CSc2nnnn2-c2cccnc2)cc1C | -1.5% | -11.0% | 8.7% | 5.7% | 8.3% | -0.7% | -4.2% | i
COc1ccc(C(=O)Nc2cc(OC)cc(OC)c2)cc1 | 5.1% | -19.8% | -2.4% | -3.9% | 2.5% | 0.3% | 0.4% | -6.4%
CCCN(CCC)CCCNC(=O)Cn1ncn2c(cc3sc(CC)cc32)c1=O | x | 14.7% | 4.5% | 6.0% | x | x | 1.5% | x
Cc1nn(CC(=O)NN)c(C)c1Br | -5.4% | -16.7% | -3.9% | -2.1% | 1.1% | 19.9% | -0.6% | -8.9%
Cc1ccc(OCC(=O)Nc2sc3c(c2C#N)CC(C)(C)NC3(C)C)cc1 | -0.8% | -11.6% | -9.1% | 6.8%[53 µM] | 12.2% | -12.8% | -0.7%[53 µM] | -4.4%
O=C(Cn1c(=O)oc2cc(S(=O)(=O)N3CCCCCC3)ccc21)Nc1cccc(C(F)(F)F)c1 | x | 0.4% | u | -15.2% | x | x | -3.3% | x
Cc1ccc(C)c(NC(=O)CN(C)C(=O)[C@@H](NC(=O)c2ccc(C(C)(C)C)cc2)C(C)C)c1 | 5.0% | u | 8.1% | 1.3% | -4.6% | 7.8% | -0.8% | -4.3%
O=C(Nc1ccc(O)c(-c2nc3ccccc3o2)c1)c1ccco1 | x | -5.3% | u | 4.1% | x | x | -16.6% | x
Cc1ccc(NC(=O)NC(=O)CSc2nnc(-c3ccc(Cl)cc3Cl)n2N)c(C)c1 | -14.2% | 3.1% | 1.6% | -3.2% | 3.2% | -5.3% | u | -13.3%
CC(C)CCOc1ccc(C(=O)O)cc1 | x | -7.9% | -4.7% | -12.3% | 3.1% | 7.9% | -2.2% | -0.7%
CCOC(=O)c1c(C)c[nH]c1C | -22.6% | 1.5% | 2.7% | -1.9% | 15.3% | 5.0% | -2.8% | -15.9%
COC(=O)C1CCCN1C(=O)C1CCCN1C(=O)CNC(=O)OCc1ccccc1 (centres undefined) | 7.9% | 0.0% | -4.0% | 7.4% | 3.6% | 0.9% | -1.1% | u
CCC(=O)N1c2ccccc2C(N(C(=O)CC)c2ccccc2)CC1C (centres undefined) | 0.4% | 0.8% | -5.6% | -1.7% | 9.2% | 2.2% | -0.3% | -5.2%
CC(C)CCNC(=O)Nc1ccc2c(c1)N(C)C(=O)CS2 | x | -8.2% | 9.8% | 7.5% | 6.4% | -3.1% | 0.9% | i
COC(=O)CN(c1c(C)cccc1C)S(C)(=O)=O | 4.0% | -4.9% | 1.0% | -0.1% | 1.8% | 8.6% | -5.5% | -6.3%
FC(F)(F)c1ccccc1Cl | x | x | x | -2.8% | 0.0% | x | -0.5% | -4.5%
O=C(CSc1nnnn1-c1ccc2c(c1)OCO2)NCc1ccccc1 | 1.8% | -4.9% | -11.0% | -3.2% | -2.7% | -2.1% | -1.3% | -1.5%
O=C(/C=C/c1ccccc1)N(Cc1ccc(Cl)cc1)C1CCS(=O)(=O)C1 (centres undefined) | x | x | -2.7%[0.0958 µM] | 5.0% | 3.6% | -1.0% | 0.8% | -10.5%
CCOC(=O)c1[nH]c2ccc(OC)cc2c1C | -8.7% | u | 2.5% | 2.0% | 0.8% | u | -1.1% | -5.7%
S=C(Nc1ccc2snnc2c1)N1CCN(c2ccccn2)CC1 | x | -11.7% | 9.2% | -0.3% | 1.1% | 2.4% | -5.5% | i
CC(=O)NCCn1c(SCC(=O)Nc2ccc(C)cc2)nc2ccccc2c1=O | x | -2.9%&10.1% | -5.5%&-10.5% | -2.1%&-3.4% | 2.4% | -1.2% | -0.7%&-6.6% | -12.7%
CC(=O)Nc1ccc(S(=O)(=O)N2CCCCC2c2cccnc2)cc1 (centres undefined) | -4.6% | -5.7% | 4.2% | 5.3% | 1.5% | -0.6% | -2.3% | 10.7%
O=C(Nc1nnc(-c2cc(Cl)ccc2Cl)o1)c1ccc2c(c1)OCCO2 | x | -1.7% | -14.8% | -8.5% | x | x | -2.5% | x
CCOc1ccccc1NC(=O)Cn1c(-c2ccc(Cl)cc2)noc1=O | x | 14.8% | -3.9% | 5.3% | -5.5% | 2.4% | -5.1% | 11.7%
O=C(CNC(=O)c1ccccc1)OCc1cc(=O)n2nc(C3CCCCC3)sc2n1 | x | u | -5.9% | 2.3% | x | x | 1.0% | x
C/C(=N\O)C(=O)NCCCNCCCN(C)C | x | 4.2% | 5.8% | -5.1% | 8.1% | 134.4%[activator] | 0.7% | 2.4%
Cc1ccc2nc(-c3ccccn3)oc2c1 | 1.0% | -8.6% | -0.5% | 0.7% | 2.0% | u | -5.1% | 15.8%
CCOC(=O)C(C(=O)NCc1cccc(OC)c1)c1ncc(C(F)(F)F)cc1Cl (centres undefined) | 6.5% | -7.4% | -2.3% | -4.4% | x | -22.5% | -4.9% | i
COc1cc(Br)c(C(C)NC(=O)c2ccc(C)cc2)cc1OC (centres undefined) | 0.5% | -11.1% | -6.9% | -3.6% | -3.7% | 10.1% | -3.9% | -7.1%
Cc1ccc(CCNC(=O)CCn2nc(-c3ccccc3)ccc2=O)cc1 | x | -6.2% | -2.2% | 1.9% | x | x | -2.1% | x
O=S(=O)(NCc1ccccc1Cl)c1cccs1 | x | -7.1% | -4.5% | 6.4% | -7.0% | -2.2% | 0.0% | -16.2%
COc1cc(OC)c2c(O)c3c(c(-c4c5c(c(O)c6c(OC)cc(OC)cc46)CO[C@@H](C)[C@H]5O)c2c1)[C@H](O)[C@H](C)OC3 | u | u | -19.0% | 10.4% | 218.4%[activator] | u | 9.4% | 25.1µM*
CC(C)c1ccc(C(C(=O)NC(C)(C)C)N(C(=O)CNC(=O)c2ccco2)c2cccnc2)cc1 (centres undefined) | 4.0% | -6.5% | -4.9% | 4.1% | 3.8% | -4.3% | -0.2% | -4.5%

Only part of the results is shown; count on the stated rates, not on these rows.
